From PubChem BioAssay
SR-BI uptake up – activators of SR-BI mediated HDL lipid uptake. activation, % at 12.5 µM. CHO ldlA[mSR-BI] cells, DiI-HDL uptake fluorescence, 3 h; 100 = double the neutral-control signal. 320,000 compounds, 0.096% hits;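 active means mean replicate activation of at least 60% and every replicate at or above 60%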;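 further: 0% = median plate neutral-control signal and 100% = twice that signal; values of inactives mirror those of a sister screen read the other way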
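System: CHO ldlA[mSR-BI] cells / Medium: HEPES-buffered (25 mM, pH 7.4) F12 plus 0.5% BSA / Probe or stimulus: labelled HDL, 10 µg/mL / Doses: single compound concentration, delivered by pin transfer / Schedule: 3 h, 37 °C / Measured by: DiI fluorescence, bottom read / Measure: cell-associated DiI fluorescence as measure of HDL uptake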
PvdQ acylase – blocks Pseudomonas aeruginosa PvdQ acylase activity | inhibition, % at 10 µM | purified PvdQ acylase, fluorescence plate reader | 340,000 compounds, 0.063% hits; in the data active means inhibition above about 30%, passing the limit was not always enough;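 further: 0% = vehicle neutral wells and 100% = reference inhibitor wells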
NSD2 HMT inh – blocks human histone methyltransferase NSD2; NSD2 peptide methylation, AlphaScreen, 120 min; O96028; 310,000 compounds, 0.54% hits; inhibition, % at 12.5 µM; in the data active means inhibition above about 50%
Arrestin-AP2 inh – inhibitors of human beta-arrestin and AP2 interaction; FITC-arrestin peptide / GST-AP2 beads, flow cytometry; AP2 beta2 appendage carries R879A mutation; 340,000 compounds, 0.31% hits; inhibition, % at 10 µM; AID 504490;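 active means inhibition above a set limit, near 3 SD of compounds lacking own fluorescence, cut at about 54% in these data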;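 further: plate controls were DMSO wells for no effect and 5 µM unlabelled arrestin peptide for full effect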
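system = GST-tagged AP2 beta2-adaptin appendage (R879A) on 4 µm glutathione beads | reagent = FITC-labelled arrestin peptide probe, 50 nM final | schedule = compound with beads 12 min RT, then probe 1 h RT | signal = HyperCyt-sampled flow cytometry, FL1 channel, ex 488/em 535 nm | read-out = percent response from loss of bead-bound FITC fluorescence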
LANA DNA inh – blocks KSHV LANA C-terminal domain binding to DNA | 340,000 compounds, 0.078% hits | MBP-C-LANA/FAM-LBS DNA binding, fluorescence polarization | inhibition, % at 9 µM;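 active means highest replicate inhibition at or above 60% at 9 µM, even if other replicates fall short; inactive means all replicates below 60% inhibition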;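 further: 0% = neutral control wells and 100% = 4 µM acridine orange control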
PKA-R2B activ – activates the human PKA-R2B holoenzyme complex | PKA-R2B holoenzyme dissociation, Cy5-IP20 fluorescence polarization; R2B truncated from residue 108, S112A mutant; 0% DMSO only, 100% 113 µM cGMP | activation, % at 11.4 µM | 340,000 compounds, 0.079% hits | AID 504700 | P22694+P31323;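 active means activation above a cutoff set at the mean over all compounds plus 3 SD, cut at about 18% in these data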;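 further: higher means more holoenzyme dissociation and a rise in polarization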
Target sequence (P31323 whole entry, looked up, other chains not shown, the tested form may be a part): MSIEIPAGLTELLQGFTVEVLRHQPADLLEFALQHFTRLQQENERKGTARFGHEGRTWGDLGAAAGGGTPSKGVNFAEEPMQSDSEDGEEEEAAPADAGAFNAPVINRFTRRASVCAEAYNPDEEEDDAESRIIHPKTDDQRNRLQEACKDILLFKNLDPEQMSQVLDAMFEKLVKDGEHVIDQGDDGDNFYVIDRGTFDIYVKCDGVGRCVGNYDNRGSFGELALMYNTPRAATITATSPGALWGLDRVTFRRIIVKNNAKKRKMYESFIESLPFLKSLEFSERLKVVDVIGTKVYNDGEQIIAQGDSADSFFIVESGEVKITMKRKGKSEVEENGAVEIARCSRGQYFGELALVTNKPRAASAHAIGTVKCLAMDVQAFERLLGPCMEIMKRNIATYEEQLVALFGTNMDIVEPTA
DAGLB inhibitor – diacylglycerol lipase beta (human) inhibition | HEK293T DAGLB membrane lysate, EnzChek fluorogenic substrate | inhibition, % at 5.17 µM | 340,000 compounds, 0.059% hits | AID 504411; in the data active means inhibition above about 34%;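 further: 0% = enzyme with vehicle and 100% = wells lacking enzyme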
Target sequence (Q8NCG7 whole entry, looked up): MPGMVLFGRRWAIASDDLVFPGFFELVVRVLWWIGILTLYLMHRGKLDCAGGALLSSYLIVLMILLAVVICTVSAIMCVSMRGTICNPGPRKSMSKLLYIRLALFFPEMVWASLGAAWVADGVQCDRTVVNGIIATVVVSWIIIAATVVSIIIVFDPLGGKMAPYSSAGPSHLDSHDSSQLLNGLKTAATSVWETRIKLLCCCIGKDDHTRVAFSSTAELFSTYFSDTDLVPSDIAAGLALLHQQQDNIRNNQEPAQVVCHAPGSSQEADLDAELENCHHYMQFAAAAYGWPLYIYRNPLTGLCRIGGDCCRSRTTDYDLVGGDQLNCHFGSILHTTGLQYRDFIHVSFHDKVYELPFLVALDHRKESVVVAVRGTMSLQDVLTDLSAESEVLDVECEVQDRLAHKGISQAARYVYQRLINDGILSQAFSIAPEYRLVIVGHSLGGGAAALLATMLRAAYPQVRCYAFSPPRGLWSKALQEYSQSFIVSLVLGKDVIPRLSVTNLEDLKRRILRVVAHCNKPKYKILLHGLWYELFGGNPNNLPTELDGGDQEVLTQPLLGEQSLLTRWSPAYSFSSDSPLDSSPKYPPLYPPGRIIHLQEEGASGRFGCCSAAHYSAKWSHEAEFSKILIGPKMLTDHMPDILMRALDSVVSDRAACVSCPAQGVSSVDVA
SR-BI DiI inh – inhibitors of mouse SR-BI mediated HDL lipid uptake | Q61009 | ldlA[mSR-BI] CHO cells, DiI-HDL uptake fluorescence, 3 h | AID 488896 | inhibition, % at 12.5 µM | 320,000 compounds, 0.96% hits;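 active means mean replicate inhibition of at least 70% and a set share of replicates each scoring 70 or more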;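 further: 0% = median of neutral control wells and 100% = median of positive control wells; values of inactives mirror those of a sister screen read the other way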
RTF Ca sens inh – cardiac RTF calcium desensitization; P19429+P45379; inhibition, % at 7.15 µM; AID 493244; IANBD-labeled cardiac RTF, Ca2+ fluorescence; 340,000 compounds, 0.12% hits;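 active means inhibition above the mean inhibition of all tested compounds plus 3 SD, cut at about 17% in these data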;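 further: assay run at fixed EC70 calcium of 1.6 mM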
Keap1 Nrf2 FP – Keap1-Nrf2 (human) interaction inhibition. Q14145. Keap1 Kelch-Nrf2 peptide fluorescence polarization, 1536-well. inhibition, % at 9.4 µM. 340,000 compounds, 0.15% hits. AID 504523; in the data active means inhibition above about 12%;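 further: human Keap1 Kelch domain with fluorescein labeled Nrf2 9mer peptide probe; 0% = neutral control wells and 100% = peptide positive control; higher means more block of Keap1 binding to Nrf2 peptide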
* marks the source's active call; other numbers are inactive results; / = not tested or not shown; & = joins results of further samples.

SMILES,Arrestin-AP2 inh,LANA DNA inh,PvdQ acylase,Keap1 Nrf2 FP,DAGLB inhibitor,SR-BI uptake up,SR-BI DiI inh,RTF Ca sens inh,NSD2 HMT inh,PKA-R2B activ
CCN1C(=O)C(CC(=O)Nc2ccccc2)S/C1=N\c1ccccn1 (stereo not drawn),-16.3,-0.6,-4.8,-3.0,1.3,-78.0,78.0*,-14.2,1.8,4.2
C/C(=N\NC(=O)c1ccc(F)cc1)c1cccc(NC(=O)c2ccco2)c1,13.2,-2.1,-14.0,-3.0,-2.1,/,45.9,6.4,0.0,0.4
CCC1CCCCN1C(=O)COC(=O)c1n[nH]c2ccccc12 (stereo not drawn),-11.2,-0.6,-16.1,0.1,-2.7,13.1,-13.1,-2.5,-0.5,10.5
COc1ccc(C2C(C(=O)O)CCC(=O)N2c2ccc(OC)cc2)cc1 (stereo not drawn),6.2,1.0,-7.5,-5.4,-0.7,9.8,-9.8,4.2,-2.5,4.3
CCOc1ccc(OCCCC(=O)Nc2cc(S(=O)(=O)N3CCOCC3)ccc2N2CCOCC2)cc1,-6.7,-1.9,6.1,-0.8,0.6,-26.5,26.5,-7.3,-3.4,-0.8
CN(C)c1ccc(NC(=O)CSc2nnc(-c3ccco3)c(-c3ccco3)n2)cc1,11.3,0.6,-4.0,-1.4,1.9,-42.5,42.5,-0.5,5.9,6.0
O=C(OCCOc1ccc(Br)cc1)c1ccc(Cl)c(S(=O)(=O)N2CCOCC2)c1,-2.2,1.6,-8.8,-1.6,-6.5,-50.6,50.6,-7.4,1.5,-5.3
CCOc1ccc2[nH]c3ncccc3c(=O)c2c1,3.0,1.1,-0.3,-0.7,0.0,3.7,-3.7,-1.7,0.0,-2.3
CC(C)(O)C1CC[C@@](C)([C@@H]2CC[C@]3(C)[C@H]2[C@H](O)CC2[C@@]4(C)CCC(O)C(C)(C)C4C(OC4OC(CO)C(O)C(O)C4O[C@@H]4OCC(O)C(O)C4O)C[C@]23C)O1 (stereo partly drawn),-0.7,1.2,-4.7,-0.1,-1.2,11.3,-11.3,-14.7,/,1.2
COc1ccc(C(C(=O)NCc2ccccc2)N(Cc2ccco2)C(=O)c2cnccn2)cc1 (stereo not drawn),3.7,0.3,-10.9,-2.3,2.8,15.5,-15.5,0.8,-0.7,1.4
Cc1ccc(CCNC(=O)c2cccc(NC3=NC4CS(=O)(=O)CC4S3)c2)cc1 (stereo not drawn),19.6,-0.9,3.6,1.4,-1.0,13.4,-13.4,2.6,/,-3.6
CCN(CCCNC(=O)C1c2ccccc2C(=O)N(CCOC)C1c1ccc(F)cc1)Cc1ccccc1 (stereo not drawn),1.4,83.2*,9.7,3.1,-6.7,45.3,-45.3,-8.6,3.7,3.6
COc1cccc(NC(=O)C(=O)NCCc2ccc(F)cc2)c1,0.1,-1.3,-2.9,0.5,2.5,11.0,-11.0,1.9,-1.3,-4.8
CC(C)(C)CC(C)(C)NCC(O)COc1ccc2c(c1)CCC2 (stereo not drawn),-4.8,-2.7,-11.1,0.0,1.4,-7.9,7.9,-3.0,14.5,-0.7
O=C(NC(=S)Nc1cc(-c2nc3ccccc3[nH]2)ccc1Cl)c1ccc2c(c1)OCO2,-8.1,-0.9,-5.2,-3.5,1.6,-38.4,38.4,-10.7,-0.8,-4.4
OCCN1CCN(CCCc2c3c(cc4c2CCC4)CCC3)CC1,-2.5,1.6,-8.7,0.1,1.6,-12.3,12.3,-1.7,5.2,5.9

No new results follow: entries from further up.
SMILES,Arrestin-AP2 inh,LANA DNA inh,PvdQ acylase,Keap1 Nrf2 FP,DAGLB inhibitor,SR-BI uptake up,SR-BI DiI inh,RTF Ca sens inh,NSD2 HMT inh,PKA-R2B activ
O=C(NC(=S)Nc1cc(-c2nc3ccccc3[nH]2)ccc1Cl)c1ccc2c(c1)OCO2,-8.1,-0.9,-5.2,-3.5,1.6,-38.4,38.4,-10.7,-0.8,-4.4
OCCN1CCN(CCCc2c3c(cc4c2CCC4)CCC3)CC1,-2.5,1.6,-8.7,0.1,1.6,-12.3,12.3,-1.7,5.2,5.9

New compounds follow.
SMILES,Arrestin-AP2 inh,LANA DNA inh,PvdQ acylase,Keap1 Nrf2 FP,DAGLB inhibitor,SR-BI uptake up,SR-BI DiI inh,RTF Ca sens inh,NSD2 HMT inh,PKA-R2B activ
CCOC(=O)c1c(C)n(C)c2ccc(OCC(O)Cn3nc(C)cc3C)cc12 (stereo not drawn),29.9,1.2,0.5,-0.3,-1.5,-2.7,2.7,-2.0,0.3,14.6
COCC(=O)N1CCC(Oc2ccc(C(=O)NCc3csc(C(C)C)n3)cc2)CC1,-12.3,-0.8,-16.6,-3.0,0.1,9.8,-9.8,-4.8,-0.7,-6.5
O=c1[nH]c(CN2CCN(Cc3ccc4c(c3)OCO4)CC2)nc2ccccc12,9.6,0.3,-6.9,-0.4,-0.1,20.8,-20.8,-4.8,-0.7,10.8
COCCCNC(=O)c1ccc(OC)c(OC2CCN(C(C)C)CC2)c1,22.0,-1.4,8.4,-4.2,-2.1,-2.2,2.2,-6.8,3.7,-2.8
COc1ccccc1-c1cc(C(F)(F)F)c(C#N)c(=O)[nH]1,-15.6,0.3,-0.7,3.7,6.6,19.2,-19.2,-7.3,1.8,-7.8
Cc1cc(NC(=O)CSc2nccn2-c2ccc(Cl)cc2)no1,2.7,1.7,-15.3,-4.0,-2.4,21.5,-21.5,-0.4,3.1,2.7
COc1cc2c(cc1OC)-c1c(OC)c(OC)cc3ccnc(c13)C2=O,4.8,-2.7,-6.9,-4.3,1.5,-36.7,36.7,8.7,/,-3.8
c1ccc(CCCCN2CCN=C2Nc2ccccc2)cc1,-8.3,-2.9,-17.7,-1.6,1.6,33.1,-33.1,-2.2,/,-11.8
Cc1ccc(C(=O)NC(Cc2c[nH]c3ccccc23)C(=O)O)cc1 (stereo not drawn),4.3,0.4,-14.1,-2.5,3.3,10.0,-10.0,1.2,-1.0,1.7
Cc1ccc(C(=O)Nc2cccc(C(=O)N/N=C/c3ccccc3F)c2)cc1,-3.8,-1.2,-12.2,-2.5,-2.2,/,/,-4.0,-2.9,3.7
Cc1ccc(S(=O)(=O)N2CCN(C(=O)CC(C)(C)C)CC2)cc1,-12.2,1.3,8.7,3.2,1.1,-2.0,2.0,-3.4,36.0,-12.4
Cc1ccc2c(c1)N(C(=O)CCC(=O)NCCCN1CCOCC1)CC(C)O2 (stereo not drawn),-3.4,0.8,-18.5,-3.8,0.7,31.5,-31.5,2.6,/,-1.7
Cn1cnnc1SCC(=O)Nc1cc(S(=O)(=O)N2CCCCC2)ccc1Cl,53.0,-1.7,3.5,4.3,1.4,/,/,-5.0,-5.7,-5.1
CN(C)S(=O)(=O)c1cccc(C(=O)N2CCN(C(=O)C3CCCO3)CC2)c1 (stereo not drawn),-4.6,0.4,-12.9,-2.0,-0.2,11.4,-11.4,-3.0,17.0,-5.0
NC(=O)CC(NC(=O)c1cccc(Br)c1)c1ccc(N2CCC(Br)CC2)c([N+](=O)[O-])c1 (stereo not drawn),-6.6,2.7,1.5,1.6,5.2,-15.7,15.7,0.2,/,-0.3
CC1CN(Cc2ccccc2Cl)CC(C)O1 (stereo not drawn),4.9,-1.2,-2.9,0.7,1.0,33.4,-33.4,-1.1,0.8,-10.3
Cc1ccsc1C(=O)OCC(=O)Nc1nnc(-c2ccccc2)o1,23.6,-0.5,10.4,-3.7,-0.5,-16.1,16.1,0.7,-2.2,-14.2
Oc1c(Cl)cc(Cl)cc1CNc1ccccn1,-3.5,-0.5,-19.2,0.8,-1.7,4.2,-4.2,-7.6,-4.4,-10.6
NNc1nc2c(Cl)c(Cl)ccc2s1,-0.4,0.9,0.1,-0.8,-0.8,1.8,-1.8,15.0,-2.7,-1.1
COc1ccccc1N(C)S(=O)(=O)c1ccc(C(=O)OCC(=O)Nc2cc(C)on2)cc1,0.2,0.4,-16.8,-1.7,-2.5,2.2,-2.2,-17.1,2.0,-3.7
COc1cc(NC(=O)c2cnc(N)o2)cc(C(=O)Nc2cccc(C(F)(F)F)c2)c1,/,-0.3,-9.3,-7.4,0.0&0.9,-47.8,47.8,-1.5,/,-10.8&8.7
CCCN1C(=O)SC(CC(=O)Nc2ccccc2)C1=O (stereo not drawn),-8.6,1.8,-11.4,7.9,0.4,3.2,-3.2,-10.3,-1.1,-1.1
C[C@@H]1COC(=O)[C@@H](CC(=O)OC(C)(C)C)C/C=C\C[C@H](CC(=O)N(CCO)Cc2ccccc2)C(=O)N1,/,-0.7,-17.2,-1.8,-2.2,1.4,-1.4,4.2,/,1.5
COc1ccc(NC(=O)CC2SC(=NCC3CCCO3)NC2=O)c([N+](=O)[O-])c1 (stereo not drawn),5.0,-1.0,-14.0,-0.6,1.5,-0.9,0.9,-4.1,1.4,-3.4
CCOC(=O)c1cnc2ccc(C(=O)OC)cc2c1NCCCN1CCOCC1,7.4,0.9,12.0,-2.4,-1.2,4.4,-4.4,-4.2,-3.1,2.4
COCCNC(=O)CN1C(=O)NC(c2ccccc2)(c2ccccc2)C1=O,-14.2,-0.1,5.1,-2.5,-1.5,24.6,-24.6,-8.8,-0.9,-1.9
O=C(CSc1nnc(-c2cccs2)n1CC1CCCO1)N1CCCC1 (stereo not drawn),42.1,-0.6,-1.9,2.0,1.7,-1.1,1.1,-1.9,0.0,-4.5
COc1cc(C(C(=O)NC2CCCCC2)N(Cc2cccs2)C(=O)Cc2c[nH]c3ccccc23)cc(OC)c1OC (stereo not drawn),3.4,0.2,-8.5,-3.2,-0.3,33.9,-33.9,-3.9,-0.5,-1.1
Cc1cccc(OCc2nnc(SCc3nc4ccccc4c(=O)[nH]3)o2)c1,-1.4,0.3,-16.1,-3.0,0.3,-11.4,11.4,-4.1,0.3,5.2
COc1ccccc1NC(=O)C(=O)N(c1cccnc1)C(C(=O)NC(C)(C)C)c1ccccc1 (stereo not drawn),3.7,-0.6,-8.9,5.4,2.5,2.3,-2.3,-3.8,-2.9,8.6
COc1ccc(C2=NOC(C(=O)NC(C)(C)C)C2)cc1 (stereo not drawn),1.8,-1.3,-25.1,-1.0,-2.8,0.5,-0.5,-3.7,4.1,-0.9
O=C(NCc1ccc(F)cc1Cl)C1CCN(S(=O)(=O)N2CCC3(CC2)OCCO3)CC1,-6.7,0.2,-0.9,-0.5,-1.8,7.7,-7.7,-1.3,8.1,-3.7
O=C(c1ccco1)N1CCN(C(c2ccccc2)c2nnnn2Cc2cccs2)CC1 (stereo not drawn),3.4,-0.3,-6.1,-1.6,-1.0,10.2,-10.2,7.7,3.9,-5.2
O=C(C1CC(=O)N(c2ccc(F)cc2)C1)N1CCN(c2ccccc2)CC1 (stereo not drawn),9.4,-0.5,-12.0,0.2,-1.2,15.3,-15.3,-11.1,0.7,-2.8
